IMP-1 inh: blocks Pseudomonas aeruginosa IMP-1 metallo-beta-lactamase; purified IMP-1, nitrocefin hydrolysis, epi-absorbance fluorescence; inhibition, % at 5.6 µM; 290,000 tested, 0.45% active; AID 1556;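 active = inhibition above the mean plus 3 SD of all compounds in the same screening run, cut at about 4.5% in these data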;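 also: 0% = IMP-1 with DMSO and 100% = DMSO wells lacking enzyme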
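Material – recombinant IMP-1 enzyme, purified · Amount – IMP-1 0.2 nM before substrate addition · Medium – HEPES buffer pH 7.1 with ZnSO4 and Brij 35 · Timing – 25 °C, 15 min preincubation, 25 min reaction · Measured by – plate fluorescence quenching by hydrolysis product, ex 480/em 530 nm · Read-out – percent enzyme inhibition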
UBC9 SUMO inh: SUMOylation inhibition; P63279; HTRF SUMOylation assay, SAE1/SAE2 + UBC9, in vitro; inhibition, % at 35 µM; 290,000 tested, 0.36% active; in the data active = inhibition above about 50%, passing the limit was not always enough; also: strong numbers were not always called active
IDE cell inh: inhibitors of human insulin-degrading enzyme in cells; P14735; inhibition, % at 5.59 µM; 320,000 tested, 0.41% active; HEK cells, FAbetaB cleavage, fluorescence polarization; AID 434962;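 active = percent inhibition above the average of all tested compounds plus 3 SD, set per screening campaign, cut at about 16% in these data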;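 also: IDE supplied by intact live HEK cells; FP after avidin binding of uncleaved biotin substrate so inhibition keeps polarization high; 0% = DMSO wells and 100% = 60 µM reference IDE inhibitor Ii1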
VIM-2 inh: inhibitors of Pseudomonas aeruginosa VIM-2 metallo-beta-lactamase; purified VIM-2, nitrocefin hydrolysis, epi-absorbance fluorescence; inhibition, % at 5.6 µM; 290,000 tested, 0.89% active; AID 1527;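 active = inhibition above the mean of all tested compounds plus 3 SD, cutoff set per screening run, cut at about 7.5% in these data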;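 also: red hydrolysis product quenches plate fluorescence so inhibitors raise well fluorescence; 0% = enzyme with DMSO and 100% = DMSO without enzyme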
CRFBP-R2 block: antagonists of CRF-binding protein/CRF-R2 receptor complex | HEK293 CRF-R2/CRF-BP, CRF-induced calcium fluorescence | inhibition, % at 11.8 µM | 350,000 tested, 0.59% active | AID 588475;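 active = inhibition of the ligand-induced calcium signal above about 50% at the single tested concentration, limit read from the data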
IDE cell activ: boosts human insulin-degrading enzyme activity in HEK cells. activation, % at 5.96 µM. 340,000 tested, 0.073% active. FAbeta-B cleavage, fluorescence polarization; 0% vehicle, 100% cell-free pure enzyme wells. P14735. AID 493087;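 active = activation above the mean of all tested compounds plus 3 SD, set per screening campaign, cut at about 17% in these data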
NS3 helicase inh: HCV NS3 helicase inhibition. NS3 helicase DNA unwinding, Cy5 molecular beacon fluorescence. 290,000 tested, 0.56% active. inhibition, % at 10.9 µM;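 active = inhibition above the mean of all tested compounds plus 3 SD, set per campaign, cut at about 35% in these data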;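 also: 0% = DMSO wells and 100% = thioflavine S control wells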
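Assay system – hepatitis C virus NS3 helicase domain fragment enzyme · Buffer or medium – MOPS pH 6.5, MgCl2, DTT, Tween20, BSA · Reagent – Cy5/quencher beacon DNA duplex and ATP to start · Compound – single 10.9 µM dose · Timing – 1 h at 25 °C · Technique – Cy5 beacon fluorescence read at start and 1 h · Measure – % inhibition of unwinding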
GalR3 antagonist: blocks the human galanin receptor 3; HEK293 GalR3-CNG cAMP membrane potential fluorescence; galR3 body fused to GalR1 C-terminus; O60755; 360,000 tested, 0.44% active; inhibition, % at 3 µM;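 active = inhibition above the screen-wide average plus 3 SD, cut at about 13% in these data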;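 also: forskolin and galanin both at EC90 stimulate the cells; cAMP rise reported by CNG channel membrane potential dye signal; 0% = forskolin plus galanin with DMSO and 100% = forskolin alone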
p-CIP stab down: compounds decreasing mouse p/CIP protein stability | Q05BA5 | F442A p/CIP-EGFP cells, EGFP fluorescence, 16 h | decrease of EGFP signal, % at 10 µM | 290,000 tested, 0.01% active | AID 1984;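 active = EGFP signal decrease of at least 30% at 10 µM or well 3 SD below plate mean, unless failing retest; inactive = the rest, including hits failing retest or dose response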; also: some compounds called inactive have numbers as strong as hits; many of its hits are not listed in these tables
Active calls of the source: *; x = not tested or not shown.

SMILES | IMP-1 inh | UBC9 SUMO inh | IDE cell inh | VIM-2 inh | CRFBP-R2 block | IDE cell activ | NS3 helicase inh | GalR3 antagonist | p-CIP stab down
CCOc1cc(CN2CCN(CCOCCO)CC2)ccc1OC | -4.1 | 6.3 | 5.1 | -0.6 | 7.0 | -1.3 | 12.2 | -5.6 | 1.8
CCOC(=O)c1c(C)[nH]c(C)c1C(=O)COC(=O)CSc1ccc(C)cc1 | x | x | -4.9 | x | 2.1 | 1.2 | x | -2.8 | x
O=C(O)c1cccc(CN2C(=O)SC(Nc3ccccc3)C2=O)c1 (stereo not drawn) | 1.9 | 24.1 | 4.1 | 0.1 | 1.1 | -0.2 | -8.0 | -3.9 | -2.5
Cc1nn2c(NCCN3CCOCC3)c3c(nc2c1-c1ccccc1)CCCC3 | -1.1 | -14.6 | 1.4 | -2.4 | -22.7 | 2.6 | -5.7 | 0.3 | -2.6
Cc1ccc2c(c1)N(CC(=O)OCC(=O)NCc1ccccc1)C(=O)CO2 | -3.0 | 7.3 | -4.7 | -1.5 | 19.8 | -1.9 | 0.2 | -6.0 | -0.4
Cc1cc(NCc2ccc3c(c2)OCO3)n2nc(C)nc2n1 | -2.3 | 9.2 | 3.8 | 0.6 | 16.6 | 5.4 | 12.7 | 0.7 | 9.7
CC(C)NC(=O)Cn1c(SCC(=O)N2CCc3ccccc3C2)nc2ccccc21 | -1.2 | 15.5 | -4.5 | 2.5 | 2.3 | -2.6 | 1.9 | -6.5 | -6.8
CCOC(=O)c1cc(-c2ccc(/C=N\n3cnnc3)o2)ccc1Cl | -0.3 | 10.2 | 0.7 | 57.0* | 1.2 | 4.9 | -1.9 | -0.3 | 2.7
COc1ccc(-c2nc(-c3cccs3)c(-c3cccs3)[nH]2)cc1O | -3.3 | -3.4 | 0.7 | -4.7 | -13.7 | 4.5 | 0.1 | -3.2 | -2.0
CC(C)OP(=O)(Nc1cccc2ccccc12)OC(C)C | -0.7 | 12.2 | -3.5 | -2.6 | -30.4 | 3.6 | -1.3 | -6.5 | -2.1
Cc1cc(Cl)ccc1OCC(=O)Nc1ccc2oc(=O)ccc2c1 | -2.4 | -25.2 | 5.3 | -3.1 | 6.7 | 4.0 | 3.1 | -5.7 | 12.7
CN(C)CCCN(C(=O)/C=C/c1cccs1)c1nc2ccc(F)cc2s1 | -2.0 | 18.5 | 2.8 | -1.6 | -17.2 | 13.6 | -47.5 | -8.6 | -9.9
CCN(CC)CCCOC(=O)C(c1ccccc1)c1ccccc1 | -1.5 | 0.1 | -1.8 | -2.1 | -0.7 | 4.5 | -13.6 | -1.1 | 16.1
CCN(CC)S(=O)(=O)c1ccc(NC2c3ccccc3C(=O)N2Cc2ccco2)cc1 (stereo not drawn) | -4.8 | 12.2 | 5.2 | -4.2 | -4.8 | -0.6 | 2.3 | x | -12.6
O=C(CC1CCCCC1)Nc1ccccc1-c1ccccc1 | -4.1 | 2.3 | -3.5 | -4.8 | -14.1 | 1.8 | 6.0 | -4.6 | 2.9
COc1ccc(CCNC(=S)N2CCC(Cc3ccccc3)CC2)cc1OC | -2.3 | -17.8 | -4.8 | -2.5 | 21.9 | 5.0 | -19.9 | -5.1 | 0.0
COc1ccc(NC(=S)NCc2ccc(Cl)cc2)c(OC)c1 | -0.2 | -10.7 | 0.6 | 1.0 | 9.1 | 0.7 | 6.5 | -4.2 | -4.4
CC1CCCCC1N(C)C1CCN(C(=O)CNC(=O)/C=C/c2cccc(Cl)c2)CC1 (stereo not drawn) | 0.2 | 4.3 | 3.3 | 0.0 | 0.4 | 9.0 | 6.8 | 0.3 | -6.1
Cc1ccc(C(=O)NC(=S)N(C)C2CCCCC2)cc1 | -3.1 | 10.4 | 4.7 | -3.7 | 5.3 | -2.0 | -6.5 | -0.5 | -18.7
CCS(=O)(=O)c1ccc2oc(SCC(=O)Nc3ccc(OC)cc3)nc2c1 | -2.2 | -5.7 | 5.6 | 1.8 | 6.4 | -0.4 | -6.0 | -7.1 | -0.6
C#CCn1cc[n+](CC(=O)N(C)C)c1 | -0.1 | 2.2 | -4.7 | 3.6 | 13.9 | 0.8 | 8.2 | -3.8 | 2.0
CC1CCN(CC(=O)Nc2cccc(C(=O)Nc3cccc(C(F)(F)F)c3)c2)CC1 | -3.2 | -3.6 | 6.1 | -2.4 | -10.3 | -2.3 | -49.1 | -3.3 | -17.6
CC(NC(=O)COc1ccccc1Cl)c1ccccc1 (stereo not drawn) | -2.4 | 20.4 | 2.2 | -2.4 | -3.0 | 0.2 | 3.9 | -9.3 | -9.4
COc1cc(/C=C/c2cc(C(=O)O)c3ccccc3n2)ccc1OC(F)F | -2.5 | 21.1 | 4.0 | -1.9 | 16.0 | 1.8 | -8.8 | 7.3 | -2.2
CC(=O)c1ccc(Nc2cc(C)nc3ccc(C)cc23)cc1 | -1.3 | 19.9 | 5.2 | 8.4* | 4.6 | -1.7 | 3.6 | -4.4 | 2.0
O=C(NCc1ccccc1)/C(=C/c1cccc([N+](=O)[O-])c1)NC(=O)c1ccco1 | -0.3 | 3.2 | -0.6 | -0.5 | 7.7 | 5.3 | -5.7 | -4.1 | 0.2
Cn1c(=O)c2cc3ccccc3nc2n(C)c1=O | -1.2 | 17.3 | -0.8 | 0.3 | -6.0 | -3.0 | -0.3 | 0.9 | -2.5
c1ccc(Cn2c(SCc3nc4ccccc4s3)nnc2-c2ccco2)cc1 | -0.9 | 18.5 | 2.1 | 0.8 | 14.1 | 0.0 | 18.9 | 1.8 | -2.1
Cc1ccc([N+](=O)[O-])cc1S(=O)(=O)N1CCNCC1 | -2.4 | 2.1 | -1.1 | -2.5 | 14.8 | 4.5 | 5.3 | -4.6 | -7.5
O=C(O)C1CC=CCC1C(=O)Nc1ccc(F)c(F)c1 (stereo not drawn) | -0.6 | 12.9 | 3.1 | -2.9 | 25.8 | 7.4 | -1.9 | 1.7 | 2.3
COc1ccc(NC(=O)Nc2sc(=S)n(C)c2C)cc1 | -1.6 | 4.4 | 4.3 | -3.9 | 5.2 | -0.5 | 7.4 | -3.7 | -8.1
CCOc1cc(N2CCOCC2)c(OCC)cc1NC(C)C(=O)N1CCN(CC)CC1 (stereo not drawn) | -1.9 | 26.9 | x | -2.0 | 2.7 | 3.2 | 7.7 | -0.1 | 11.6
O=C(CCS(=O)(=O)c1ccccc1)Nc1ncc([N+](=O)[O-])s1 | -3.5 | -13.0 | -1.1 | -3.1 | 1.6 | 4.6 | 0.4 | -6.8 | 8.1
CCCOc1ccc(N2C(=O)CC(N(Cc3ccco3)C(C)=O)C2=O)cc1 (stereo not drawn) | -2.9 | 7.3 | -0.9 | -3.2 | 13.7 | -1.5 | 4.4 | -2.8 | -6.2
O=C(NC1(C(F)(F)F)C(=O)Nc2c1c(=O)[nH]c(=O)n2Cc1ccccc1)c1ccc(Cl)cc1 (stereo not drawn) | -3.0 | 19.9 | -4.0 | -0.4 | 62.4* | 2.6 | 2.6 | -3.8 | -1.3
Cc1cnc(NC(=O)COc2ccccc2Cl)s1 | -3.6 | 18.7 | -3.5 | -0.9 | -34.0 | 10.8 | 2.6 | -3.7 | -4.3
CCOC(=O)[C@H]1[C@H]2COc3ccc(OC)cc3[C@@H]2N2C(=O)CN(Cc3ccc(F)cc3)C(=O)[C@@]12C | x | x | 0.2 | x | -0.3 | 3.8 | x | 11.2 | x
CC(NC(=O)c1cc(S(=O)(=O)N(C)C)ccc1Cl)c1ccc(-n2ccnc2)cc1 (stereo not drawn) | -2.3 | 4.1 | 0.0 | -2.9 | -3.1 | 2.6 | -0.2 | 0.1 | -3.7
O=C(c1ccc2snnc2c1)N1CCCC1 | -0.6 | 11.6 | 3.1 | -1.5 | -3.5 | -3.9 | -0.3 | 0.3 | -1.3
CC(C)Cn1c(CNC(=O)c2ccccc2)nc2ccccc21 | -1.8 | 20.2 | -2.6 | -3.4 | -3.6 | -0.3 | 2.0 | -3.8 | -11.2
COc1ccccc1NC(=O)C1=C(C)Nc2nc(-c3ccccc3)nn2C1c1ccccn1 (stereo not drawn) | -0.6 | -20.5 | -6.0 | -1.8 | 2.2 | 8.6 | -7.9 | 2.2 | 10.1
CCSc1nnc([C@H](C)NC(=O)OC(C)(C)C)o1 | -3.0 | 5.8 | 1.7 | -3.2 | 10.4 | 5.4 | -16.4 | -5.3 | 0.8
O=C(CN1C(=O)CCS(=O)(=O)c2ccccc21)Nc1ccc(Cl)cc1 | -0.6 | 10.0 | 0.4 | -0.6 | -6.4 | 1.1 | -12.1 | -4.7 | 0.8
CCC1NC(=S)N(C2CCCCC2)C1=O (stereo not drawn) | -1.5 | 32.5 | 2.9 | 2.3 | 13.9 | -2.0 | 7.5 | -7.5 | -18.2
CCCn1nnc(NC(=O)/C=C/c2ccc(C(C)C)cc2)n1 | -3.4 | -15.9 | 6.4 | -3.0 | -4.5 | -2.9 | 14.4 | 2.0 | -6.5
Cc1ccc(-n2c(C)cc3c2CCCC3=O)cc1 | -3.8 | 6.1 | -2.9 | -3.2 | -3.2 | -4.4 | 2.4 | -3.5 | -3.5
CCCNC(=O)C12CCC(C)(c3nc4cc(C)c(C)cc4nc31)C2(C)C (stereo not drawn) | -1.6 | -1.1 | 3.3 | 2.0 | 20.0 | 2.7 | -9.0 | 15.9* | -0.8
CC1CCN(C(=O)COC(=O)Cc2ccc(Br)cc2)CC1 | -3.4 | 19.6 | 1.4 | -2.1 | 38.8 | -1.8 | -2.7 | -11.2 | -5.2
O=C(c1ccccc1)N1CCCCC(Cl)C1=O (stereo not drawn) | -2.2 | 15.7 | -2.5 | -4.0 | -1.6 | 3.5 | 1.9 | -5.1 | -13.0
COc1ccc(NS(=O)(=O)c2ccc3oc(=S)[nH]c3c2)cc1 | -3.4 | 10.9 | -5.8 | -2.6 | 4.5 | -4.4 | 1.7 | -3.8 | 3.8
Cc1cc(C(F)(F)F)nc(SCc2ccc(C(=O)O)o2)n1 | 0.3 | 21.1 | 0.8 | 0.3 | 15.3 | -0.4 | 26.6 | 0.5 | -7.2
CC(C)Cc1nnc(NC(=O)CCC(=O)N2CCOCC2)s1 | -3.3 | 9.4 | -0.8 | -1.9 | -0.7 | 0.8 | -3.1 | -3.9 | 1.0

Full records as entered above. Values in the order: IMP-1 inh | UBC9 SUMO inh | IDE cell inh | VIM-2 inh | CRFBP-R2 block | IDE cell activ | NS3 helicase inh | GalR3 antagonist | p-CIP stab down
Profile of COc1ccc(NS(=O)(=O)c2ccc3oc(=S)[nH]c3c2)cc1 → -3.4 | 10.9 | -5.8 | -2.6 | 4.5 | -4.4 | 1.7 | -3.8 | 3.8
Profile of CCCNC(=O)C12CCC(C)(c3nc4cc(C)c(C)cc4nc31)C2(C)C (stereo not drawn) → -1.6 | -1.1 | 3.3 | 2.0 | 20.0 | 2.7 | -9.0 | 15.9* | -0.8
Profile of CC(C)Cc1nnc(NC(=O)CCC(=O)N2CCOCC2)s1 → -3.3 | 9.4 | -0.8 | -1.9 | -0.7 | 0.8 | -3.1 | -3.9 | 1.0

Outcome played no part in choosing rows; about 3.2% have a hit in one of these screens.
